Pemphigus Ab inh = blocks pemphigus antibody binding to human desmoglein-3; P32926; DSG3-coupled beads, scFv-anti-DSG3-GFP binding, flow cytometry; active compounds read low; binding (percent of control), % at 10 µM; actives 0.48% (n = 310,000);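 active means binding more than 3 SD below its plate's average and above zero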;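 further: hits lower antibody fragment binding to DSG3; some compounds called inactive have numbers as strong as hits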
V-ATPase pH = yeast V-ATPase proton transport regulation by pHLuorin; actives 0.37% (n = 350,000); S. cerevisiae, pHLuorin cytosolic pH fluorescence; response, % at 10 µM; in the data active means response mostly above about 7.3%, no sharp cut-off; inactive means mostly below about 5.4%; further: actives read high; inactives centre near 0; some compounds called inactive have numbers as strong as hits; reference of the scale not given here
DAGLB inh = diacylglycerol lipase beta (human) inhibition. inhibition, % at 5.17 µM. HEK293T DAGLB membrane lysate, EnzChek fluorogenic substrate. Q8NCG7. actives 0.059% (n = 340,000); in the data active means inhibition above about 34%;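 further: 0% = enzyme with vehicle and 100% = wells lacking enzyme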
PKA-R1A act = PKA-R1A complex activation; P00514+P68181; PKA-R1A dissociation, Cy5-IP20 fluorescence polarization; scaled: DMSO 0%, 113 µM cGMP 100%; activation, % at 11.4 µM; actives 0.083% (n = 340,000); AID 504707;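 active means percent activation above the mean of all tested compounds plus 3 SD, cut at about 19% in these data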;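 further: higher means more PKAc released from R1A so a rise in polarization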
HTR5A ag = counter-screen for OPRM1-OPRD1 agonists: human HTR5A agonism; P47898; HTR5A agonist assay, luminescence, cell-based; activation, % at 9.3 µM; actives 0.61% (n = 340,000); AID 504692; in the data active means activation mostly above about 9.5%, no sharp cut-off; inactive means mostly below about 7.6%;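 further: 0% = cells with vehicle only and 100% = reference agonist; strong numbers were not always called active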
MOR-DOR ag = agonists of human mu-delta opioid receptor heterodimerization | actives 0.3% (n = 340,000) | cells, OPRM1-OPRD1 heterodimerization, luminescence | P35372+P41143 | activation, % at 9.3 µM | AID 504326; in the data active means activation above about 18%;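 further: 0% = vehicle-treated cells and 100% = reference agonist; values of inactives mirror those of a sister screen read the other way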
Target sequence (P35372 whole entry, looked up): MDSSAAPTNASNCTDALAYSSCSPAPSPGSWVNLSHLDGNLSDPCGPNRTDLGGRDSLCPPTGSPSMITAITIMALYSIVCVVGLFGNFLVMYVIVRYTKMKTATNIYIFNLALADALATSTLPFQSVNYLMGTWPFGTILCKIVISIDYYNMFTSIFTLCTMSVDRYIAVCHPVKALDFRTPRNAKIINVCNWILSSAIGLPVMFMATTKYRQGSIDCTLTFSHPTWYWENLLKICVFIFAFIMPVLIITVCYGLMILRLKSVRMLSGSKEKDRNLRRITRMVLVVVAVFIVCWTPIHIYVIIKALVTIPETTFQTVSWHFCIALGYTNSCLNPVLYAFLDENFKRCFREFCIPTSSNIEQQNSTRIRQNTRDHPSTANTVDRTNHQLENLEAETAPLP
Target sequence (P41143 whole entry, looked up): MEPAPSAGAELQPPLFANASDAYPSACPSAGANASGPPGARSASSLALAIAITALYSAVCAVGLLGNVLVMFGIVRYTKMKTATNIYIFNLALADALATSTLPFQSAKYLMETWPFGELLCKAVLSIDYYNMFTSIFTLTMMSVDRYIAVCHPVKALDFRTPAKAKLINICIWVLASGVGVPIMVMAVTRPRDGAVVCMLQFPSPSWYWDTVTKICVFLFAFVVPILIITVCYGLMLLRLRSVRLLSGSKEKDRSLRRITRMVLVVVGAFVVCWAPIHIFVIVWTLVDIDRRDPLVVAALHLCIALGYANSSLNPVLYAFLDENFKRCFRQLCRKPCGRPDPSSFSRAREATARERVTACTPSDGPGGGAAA
Arrestin-AP2 inh = inhibitors of human beta-arrestin and AP2 interaction. actives 0.31% (n = 340,000). FITC-arrestin peptide / GST-AP2 beads, flow cytometry; AP2 beta2 appendage carries R879A mutation. inhibition, % at 10 µM;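 active means inhibition above a set limit, near 3 SD of compounds lacking own fluorescence, cut at about 54% in these data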;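 further: plate controls were DMSO wells for no effect and 5 µM unlabelled arrestin peptide for full effect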
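System: GST-AP2 R879A glutathione beads; medium: PBS, Tween 20 0.05%, BSA 0.1%; reagent: fluorescein-tagged arrestin peptide at 50 nM final; schedule: pre-incubation 12 min, peptide binding 1 h, room temperature; detection: flow cytometry, FL1 (488/535 nm); read-out: inhibition as reduced fluorescein signal on beads, percent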
PKA-R2B act = PKA-R2B complex activation | P22694+P31323 | PKA-R2B holoenzyme dissociation, Cy5-IP20 fluorescence polarization; R2B truncated from residue 108, S112A mutant; 0% DMSO only, 100% 113 µM cGMP | activation, % at 11.4 µM | actives 0.079% (n = 340,000) | AID 504700;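 active means activation above a cutoff set at the mean over all compounds plus 3 SD, cut at about 18% in these data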;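 further: higher means more holoenzyme dissociation and a rise in polarization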
OPRM1-OPRD1 inv = inverse agonists of human mu-delta opioid receptor heterodimerization; P35372+P41143; cell-based MOR-DOR heterodimer luminescence, inverse agonism; inhibition, % at 9.3 µM; actives 0.21% (n = 340,000); in the data active means inhibition above about 22%, passing the limit was not always enough;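 further: 0% = cells with DMSO and 100% = wells without cells with DMSO; values of inactives mirror those of a sister screen read the other way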
HTR5A inv ag = counter-screen for OPRM1-OPRD1 inverse agonists: human HTR5A inverse agonism. AID 504634. inhibition, % at 9.3 µM. HTR5A cell line, luminescence. P47898. actives 0.083% (n = 340,000); in the data active means inhibition mostly above about 23%, no sharp cut-off; inactive means mostly below about 18%;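 further: 0% = cells with DMSO and 100% = no-cell wells with DMSO; some compounds called inactive have numbers as strong as hits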
Numbers without * were called inactive; x = no result given.

SMILES	Pemphigus Ab inh	V-ATPase pH	DAGLB inh	PKA-R1A act	HTR5A ag	MOR-DOR ag	Arrestin-AP2 inh	PKA-R2B act	OPRM1-OPRD1 inv	HTR5A inv ag
COc1ccc(CC(=O)Nc2nc3n(n2)C(c2ccccc2)CC(=O)N3)cc1OC (stereo unspecified)	100	0	-2	-6	0	-2.4	-3	-9	13	-2
O=C(COC(=O)c1ncc(Cl)c(Cl)c1Cl)Nc1cccnc1Cl	102	-5	0	-18	6	-2.2	-5	-2	11	-16
Cc1cnc(C(=O)OCC(=O)Nc2ccc(C)c(S(=O)(=O)N3CCCCCC3)c2)cn1	x	-2	3	-13	-1	-3.0	-18	-6	14	2
O=C(CSc1nc(=O)n2ccccc2n1)Nc1ccc2c(c1)OCCO2	x	-1	2	4	-3	-3.3	-13	-9	17	8
CC(=O)Oc1ccc(C(=O)Nc2ccccc2C(=O)N2CCCC2)cc1	103	-3	-2	-3	-2	-2.6	13	-2	13	-38
CC(=O)N1CCN(C(=O)CCC(=O)O)CC1	99	0	-1	9	3	-2.7	14	-7	14	-2
CS(=O)(=O)N1CCCC(C(=O)NCc2ccc(F)cc2Cl)C1 (stereo unspecified)	101	1	-1	0	6	2.2	-2	3	-13	-13
COc1cc(C(=O)CSc2nccn2C)cc(OC)c1OC	95	-1	-5	6	-1	-0.8	-7	7	5	-19
Cc1ccc(S(=O)(=O)N(Cc2ccccc2)Cc2ccco2)cc1	113	1	-15	-18	0	-0.8	2	-1	4	-19
COc1ccc(N2Cc3ccccc3/C2=N\C(=O)Nc2ccccc2)cc1	98	-3	-1	-8	-3	-2.8	5	-10	13	9
O=C(CN1CCc2cc3c(cc2C1)OCCCO3)Nc1ccc(S(=O)(=O)N2CCCC2)cc1	107	4	1	-6	-1	-0.3	-12	-11	2	-2
Cc1ccc(C(C)C)c(OCCSc2nc3ccccc3n2CC(=O)O)c1	92	3	8	-7	3	-3.2	-1	-6	14	-10
Cc1ccc(C)c(NC(=O)C2CC(O)CN2C(=O)OCc2ccccc2)c1 (stereo unspecified)	108	-3	-2	-8	3	-1.2	4	-5	5	-6
CCN(CC(=O)Nc1ccccc1C(F)(F)F)C(=O)c1ccc(N2CCCC2=O)cc1	x	-1	-2	2	0	-1.0	-7	-9	4	-1
COc1ccc(C(=O)OCC(=O)NCc2ccc3c(c2)OCO3)cc1S(=O)(=O)N1CCOCC1	87	5	-1	-16	-1	-3.6	7	6	19	5
COc1ccc(C2C(C(=O)C(C)(C)C)=C(O)C(=O)N2Cc2ccccc2)cc1 (stereo unspecified)	122	-1	4	-12	1	0.1	3	-1	-1	8
CC(C)CC(NC(=O)c1ccccc1)C(=O)N/N=C/c1ccco1 (stereo unspecified)	x	-1	3	-5	0	1.6	9	-2	-8	-15
[O-][n+]1onc2c1CCC1N(O)C(c3ccccc3)CC21O (stereo unspecified)	107	-4	3	-10	3	-0.9	1	5	5	8
CCOc1ncccc1C(=O)Nc1nc(C(C)(C)C)cs1	108	9.4*	-10	-6	4	8.3	1	-9	-46	-12
NC(=O)c1cccc(C(N)=O)n1	95	-1	2	1	1	-3.3	2	0	16	-4
CC(C)(C)c1nnc(NC(=O)c2cc(-c3ccccc3)nc3ccccc23)s1	109	4	0	-10	-1	6.5	-2	-7	-32	-5
COc1cc(OC)cc(C(=O)Nc2ccc(C(=O)Nc3ccccc3OC)cc2)c1	134	-2	-2	-5	1	-3.5	24	-4	18	-3
Cc1ccc(NCc2nnc(SCC(=O)N(Cc3ccccc3)C(C)(C)C)o2)c(C)c1	107	-3	0	-8	8	3.1	4	-11	-16	10
CCCc1ccc2oc(C(=O)NCc3nnc(C)o3)c(C)c2c1	x	-1	1	-2	2	-2.1	-3	-2	11	1
COC(=O)C1OCOC2C(C(=O)OC)OCOC12 (stereo unspecified)	96	1	0	-4	2	-2.1	28	-1	11	-8
COc1ccc([C@H]2/C=C\CN(C(=O)C3CCCC3)[C@@H](C)C(=O)N2Cc2ccc(F)cc2)cc1	99	0	-6	5	2	-3.4	-5	-5	19	8
Cc1ccc(/C=c2\s/c(=C(/C#N)C(=O)N3CCCC3)n(Cc3ccco3)c2=O)s1	94	-1	1	1	-2	-1.7	25	-6	8	-21
O=C1c2ccccc2S(=O)(=O)c2cc(N3CCN(c4ccccn4)CC3)ccc21	100	-1	-1	3	6	0.3	-4	-1	-2	-15
CN(CC(=O)Nc1ccccc1Cl)C(=O)c1ccc(-c2cccc(C(F)(F)F)c2)o1	107	-5	-4	-8	1	0.0	-1	-12	0	-3
CC(=O)c1ccc(N(CC(=O)NC2CCCC2)C(=O)CNC(=O)c2ccco2)cc1	95	0	-3	-1	-3	-0.4	0	15	2	0

A different layout for part of the listing above.
Results follow in this order: Pemphigus Ab inh | V-ATPase pH | DAGLB inh | PKA-R1A act | HTR5A ag | MOR-DOR ag | Arrestin-AP2 inh | PKA-R2B act | OPRM1-OPRD1 inv | HTR5A inv ag
- Cc1ccc(NCc2nnc(SCC(=O)N(Cc3ccccc3)C(C)(C)C)o2)c(C)c1
 : 107 | -3 | 0 | -8 | 8 | 3.1 | 4 | -11 | -16 | 10
- CCCc1ccc2oc(C(=O)NCc3nnc(C)o3)c(C)c2c1
 : x | -1 | 1 | -2 | 2 | -2.1 | -3 | -2 | 11 | 1

The list continues:
SMILES	Pemphigus Ab inh	V-ATPase pH	DAGLB inh	PKA-R1A act	HTR5A ag	MOR-DOR ag	Arrestin-AP2 inh	PKA-R2B act	OPRM1-OPRD1 inv	HTR5A inv ag
COc1ccc2oc(=O)cc(CN3CCOCC3)c2c1	98	-1	2	7	3	-0.5	8	-2	3	-3
CCS(=O)(=O)N1CCC(C(=O)NCCCN2CCC(Cc3ccccc3)CC2)CC1	101	-1	-1	-10	-2	-2.5	11	-3	14	-7
CC1(C)CC(=O)C=C(c2ccc(COC(=O)Cc3ccccc3)cc2)C1=O	98	4	-6	-13	x	x	x	-2	x	x
CCOc1ccc(N(CC(=O)Nc2ccccc2C(=O)N2CCCC2)S(C)(=O)=O)cc1	89	1	2	-2	1	1.1	-1	-3	-9	-3
O=C(C[n+]1cc(-c2ccc(F)cc2)n2c1CCC2)Nc1nc(-c2ccccc2)cs1	101	-4	1	-5	6	-2.3	-11	-4	12	-23
CCCCC(=O)N1CCCC(C)C1 (stereo unspecified)	95	0	0	-7	3	-2.9	-8	-12	15	-10
S=c1[nH]nc(-c2cccc(Cl)c2)n1CCN1CCCCC1	96	3	0	0	5	-0.1	6	-1	1	4
CC1(C)NC(=O)N(CC(=O)O)C1=O	104	0	-3	-5	2	-1.8	25	-9	9	23
O=C(CSc1ccccn1)Nc1cccc([N+](=O)[O-])c1	97	-2	-2	-1	2	2.4	-7	-5	-11	-6
Cc1nc(SCC(=O)CC(=O)OC(C)C)c(C#N)c(C)c1C	x	5	-3	-1	-2	-0.6	3	5	3	19
CCOC(=O)C1(CC)NC(c2ccco2)C2C(=O)N(c3ccc(C)cc3)C(=O)C21 (stereo unspecified)	83	7	-2	-13	-1	5.3	6	2	-29	0
COc1ccc(NC(C)=O)cc1S(=O)(=O)N1CCN(C/C=C/c2ccccc2)CC1	92	-1	2	1	-2	-2.5	1	-4	13	-12
Cc1ccc([N+](=O)[O-])cc1S(=O)(=O)Nc1ccc(OCC(=O)N2CCOCC2)cc1	x	0	0	-1	0	-2.2	-1	-14	12	8
COc1ccc(CCN(Cc2nc(-c3ccccc3)no2)Cc2nc(-c3ccccc3)no2)cc1OC	93	0	0	-4	6	-2.9	5	-16	16	-16
CC(C)CCN1C(=O)c2cccc3c(N)ccc(c23)C1=O	108	-3	-233	-8	5	4.4	53	-11	-22	-15
Cc1ccc(C(=O)Nc2cccc(C(F)(F)F)c2)cc1NC(=O)c1c[nH]c2cc(C(F)(F)F)ccc2c1=O	98	-1	-1	-6	-3	-1.2	1	-5	7	0
COc1ccc(OC)c(C(=O)CSc2nnc(-c3cccs3)n2C)c1	108	0	-1	-2	-3	-2.5	-6	7	14	7
CCOC(=O)Cn1nc(C)n(-c2ccccc2)c1=O	95	-2	0	6	3	-2.7	6	-4	13	-8
COc1cc(NC(=O)Cn2nc(C(F)(F)F)c(Br)c2C)cc([N+](=O)[O-])c1	105	0	-7	12	12*	10	48	-8	-55	-40
CCOc1ccc2nc(NC(=O)c3ccc(S(=O)(=O)N4CCOCC4)cc3)sc2c1	x	x	0	-7	0	4.1	1	-10	-22	-9
CC1(C)CC(=O)C2=C(C1)NC1=C(C(=O)c3ccccc31)C2c1ccc(Cl)cc1 (stereo unspecified)	x	-5	28	-11	2	-1.6	-8	-14	8	4
Cn1c(=O)c2c(nc(CN3CCN(CCO)CC3)n2CCc2ccccc2)n(C)c1=O	105	2	4	3	1	-0.8	28	2	4	17
Cc1cccnc1NC(=O)c1cccc(S(=O)(=O)NCc2ccccc2)c1	97	-1	1	-3	-2	-1.0	-3	-2	5	17
COc1ccc(N2CCN(CC(O)COc3ccc([N+](=O)[O-])cc3)CC2)cc1 (stereo unspecified)	99	-3	-2	-3	4	0.0	13	-1	0	0
CC1(C)N=C2C(=[N+]1[O-])CCC/C2=N\O	91	0	-2	-1	-2	-2.5	-11	-10	14	-11
CC(C)c1onc(C(=O)NCCc2ccccc2)c1[N+](=O)[O-]	90	0	-2	-1	-2	-5.1	7	-5	26	12
Cn1cccc1CNC(=O)Nc1ccc(Cl)c(Cl)c1	104	-4	2	9	1	-0.4	x	0	2	-2
CC(=O)N1CCCc2cc(S(=O)(=O)Nc3cccc(C)c3C)ccc21	110	-4	-7	-11	-1	1.3	-7	-8	-7	-19
Cc1c(C(=O)N2CCCCC2)c(S(=O)(=O)NCCc2ccccc2)c(C)n1C	102	1	0	-4	-3	-1.3	-4	-12	7	-4
CCOc1ccccc1N1CCN(C(=S)NC(=O)C23CC4CC(CC(C4)C2)C3)CC1	113	1	-27	-11	-1	6.0	-36	-16	-31	4
COc1ccc(CNC(=O)CN(C(=O)CCC(=O)Nc2nccs2)c2ccccc2C)cc1	100	7	1	2	1	1.9	20	2	-15	-4
Cn1cc(C(=O)NS(=O)(=O)Nc2ccc(Br)cc2)c2ccccc21	101	11	1	0	6	-3.6	-2	-1	19	-3
COc1cc(C(=O)Nc2cccc(C)c2C)ccc1OCC(=O)N1CCOCC1	104	2	1	-8	2	-1.8	-1	-7	7	-4
O=S(=O)(c1ccccc1)N1CCN(c2nnc(-c3ccccc3)c3ccccc23)CC1	101	0	-2	-2	5	2.0	3	-5	-11	4
Cc1cc(C)n(C(=O)CNC(=O)C2COc3ccccc3O2)n1 (stereo unspecified)	103	0	-4	-6	1	-3.8	0	-15	21	-2
Oc1c(CN2CCCCC2)cc(COCc2ccccc2)c2cccnc12	x	-2	5	-6	2	1.0	5	-3	-6	1
Cn1c(SCC(=O)Nc2ccccc2F)nc2c(c1=O)SCC2	95	-2	2	9	3	-1.7	6	-13	9	18
O=C(OCn1nnc2ccccc2c1=O)C1CCN(S(=O)(=O)c2cccs2)CC1	100	-1	1	-10	0	-3.2	0	-6	18	-6

Assay outcomes deposited in PubChem by several laboratories.

Random draw from the library. About 2.4% of those tested had a hit in this group.
